PLCg1 inh: PLC-gamma1 (human) inhibition, primary screen | purified PLC-gamma1, fluorogenic substrate, fluorescence | inhibition, % at 12.2 µM | 370,000 compounds, 0.84% hits | AID 720700; in the data active = inhibition above about 9.5%
ASAP1 GAP inh: ASAP1 ArfGAP inhibition | Q9ULH1 | ASAP1-stimulated ARF1 GTP hydrolysis, GDP FP detection | inhibition, % at 16.5 µM | 360,000 compounds, 0.19% hits | AID 624377; in the data active = inhibition above about 25%;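 also: 0% = vehicle with enzyme and substrate and 100% = no enzyme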
Target sequence (Q9ULH1 325-724 limits assumed): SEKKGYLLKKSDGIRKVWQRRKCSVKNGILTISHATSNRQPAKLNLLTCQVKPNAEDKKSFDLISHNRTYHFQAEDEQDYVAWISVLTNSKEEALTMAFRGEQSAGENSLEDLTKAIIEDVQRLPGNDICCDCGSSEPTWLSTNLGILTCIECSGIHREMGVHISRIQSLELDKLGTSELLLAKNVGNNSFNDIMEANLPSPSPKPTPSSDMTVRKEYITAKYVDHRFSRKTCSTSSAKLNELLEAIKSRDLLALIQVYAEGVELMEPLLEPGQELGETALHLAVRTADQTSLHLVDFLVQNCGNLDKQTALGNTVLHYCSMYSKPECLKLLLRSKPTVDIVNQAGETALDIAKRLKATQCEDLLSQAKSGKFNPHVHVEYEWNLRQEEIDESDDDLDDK
TDP2 inh: TDP2 (human) inhibition, absorbance primary screen; inhibition, % at 12.8 µM; AID 720702; O95551; 370,000 compounds, 0.34% hits; recombinant TDP2, T5PNP hydrolysis, p-nitrophenol absorbance 415 nm;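 active = inhibition above the mean of all tested compounds plus 3 SD, set per campaign, cut at about 25% in these data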;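 also: 0% = DMSO with enzyme and 100% = buffer with substrate but no TDP2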
Target sequence (O95551 whole entry, looked up): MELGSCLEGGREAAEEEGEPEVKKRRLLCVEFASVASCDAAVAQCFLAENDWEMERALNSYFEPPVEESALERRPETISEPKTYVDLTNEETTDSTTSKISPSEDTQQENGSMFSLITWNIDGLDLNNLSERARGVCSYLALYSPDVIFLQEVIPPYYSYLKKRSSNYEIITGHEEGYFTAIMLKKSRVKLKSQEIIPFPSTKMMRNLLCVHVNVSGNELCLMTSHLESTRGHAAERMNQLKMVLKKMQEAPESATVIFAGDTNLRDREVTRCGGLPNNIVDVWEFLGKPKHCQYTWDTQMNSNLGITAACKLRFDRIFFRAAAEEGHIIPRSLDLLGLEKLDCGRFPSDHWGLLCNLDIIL
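System – recombinant human TDP2 · Amount – 120 nM TDP2 per well · Buffer or medium – Mg2+-containing Tris-HCl buffer, pH 7.5 · Reagent – T5PNP substrate, 5 mM · Dosing – 12.8 µM single point, 1% DMSO · Incubation – 2 h at 37 °C · Measured by – epi absorbance · Read-out basis – percent inhibition · Benchmarks – high control without enzyme, low control DMSO plus TDP2 · Repeats – singlicate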
SIAE inh: blocks human sialic acid acetylesterase; inhibition, % at 9.66 µM; Q9HAT2; 370,000 compounds, 0.69% hits; SIAE FP-Rh probe binding, fluorescence polarization;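 active = inhibition above a cutoff: mean of compounds within the control limits plus 3 SD of those, cut at about 17% in these data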;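 also: 0% = plate median of compound wells and 100% = probe without SIAE protein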
ARFGAP1 inhibitor: rat ARFGAP1 inhibition. 360,000 compounds, 0.26% hits. Arfgap1-stimulated ARF1 GTP hydrolysis, GDP FP detection. inhibition, % at 16.5 µM. Q62848;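 active = inhibition above a per-plate limit, mean inhibition of low control wells plus 3 SD, cut at about 25% in these data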;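 also: 0% = DMSO wells with enzyme and 100% = wells lacking Arfgap1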
Target sequence (Q62848 1-136 limits assumed): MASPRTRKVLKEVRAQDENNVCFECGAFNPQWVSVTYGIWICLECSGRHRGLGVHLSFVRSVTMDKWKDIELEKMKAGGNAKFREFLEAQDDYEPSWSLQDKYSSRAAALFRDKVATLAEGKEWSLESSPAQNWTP
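Repeats: one replicate per compound; assay system: rat Arfgap1 catalytic domain, aa 1-136; times: enzyme reaction 120 min at 25 °C after 20 min preincubation; detection: FP of antibody-bound GDP Alexa 633 tracer, ex 620/em 688 nm; benchmarks: high control wells lacking Arfgap1, low control full reaction with DMSO; reagent: human ARF1(Δ1-17)-GTP substrate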
Tn6 DDE FP: disrupts Tn6 cyclic peptide binding to fibrin D-Dimer-E complex; Fibrin DD(E) TRITC-Tn6 fluorescence polarization displacement; 370,000 compounds, 0.21% hits; inhibition, % at 8.3 µM;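 active = inhibition above a per-campaign cutoff: mean of compounds within control limits plus 3 SD, cut at about 15% in these data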;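 also: 0% = median of all compound wells on the plate and 100% = blocking peptide control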
DDE Tn7 FP inh: inhibitors of Tn7 peptide binding to human fibrin DD(E); P02675; FP displacement of FITC-Tn7 peptide from fibrin DD(E); 0% = median of compound wells per plate; inhibition, % at 8.3 µM; 370,000 compounds, 0.13% hits; AID 720508;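 active = inhibition above the mean of compounds falling within the control limits plus 3 SD of them, cut at about 14% in these data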;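 also: 0% = plate median of compound wells and 100% = 10 µM Aha-Tn7 peptide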
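assay system = human clot-derived fibrin DD(E) complex | quantity = Fibrin-DD(E) at 2 µM final | timing = 10 min preincubation, 3 h with tracer, room temperature | signal = fluorescence polarization | measure = percent inhibition | benchmarks = high control wells with 10 µM unlabelled Aha-Tn7 peptide (full inhibition) | replicates = singlicate testing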
ADAM10 inh: inhibits human ADAM10 | recombinant ADAM10, EDANS/DABCYL FRET peptide cleavage, 3 h | O14672 | inhibition, % at 7 µM | 370,000 compounds, 0.62% hits | AID 720582;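 active = inhibition above a per-campaign cutoff equal to the mean of compounds falling between control-based bounds plus 3 SD, cut at about 20% in these data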;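 also: 0% = DMSO wells while the 100% control is not disclosed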
ADAM17 inh: inhibits human ADAM17; AID 720648; P78536; inhibition, % at 6.95 µM; 370,000 compounds, 0.83% hits; recombinant ADAM17, EDANS/DABCYL FRET peptide cleavage;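 active = inhibition above the mean of compounds lying between control limits plus 3 SD, set per campaign, cut at about 8.5% in these data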;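 also: 0% = DMSO-only wells as the low control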
PLC-beta3 inh: blocks human PLC-beta3 enzyme activity; Purified PLC-beta3, fluorogenic substrate, fluorescence; AID 720704; inhibition, % at 12.2 µM; 370,000 compounds, 0.18% hits; in the data active = inhibition above about 11%;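 also: 0% = median of compound wells on plate and 100% = full blocker control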
Numbers without * were called inactive.

SMILES	PLCg1 inh	ASAP1 GAP inh	TDP2 inh	SIAE inh	ARFGAP1 inhibitor	Tn6 DDE FP	DDE Tn7 FP inh	ADAM10 inh	ADAM17 inh	PLC-beta3 inh
COc1ccccc1COC(=O)Nc1c(C)nn(C)c1Cl	0	0	-7	2	7	2	0	-9	-2	1
Cc1ccc(Cc2c(C)nc3nc(SCC(=O)NCCCN4CCOCC4)nn3c2C)cc1	2	0	-15	4	3	0	-5	3	8	-6
Cc1cc(N2CCCc3ccccc32)n2ncnc2n1	6	3	-4	9	1	-3	3	3	2	6
CC(=O)c1c(C)[nH]c(C(=O)CSc2nnc(-c3ccc(Cl)cc3)n2CC2CCCO2)c1C (stereo not drawn)	0	1	-9	-6	-5	-3	4	-6	-1	4
CCOc1ccc(CCNC(=O)CCc2nnc3ccc(N4CCOCC4)nn23)cc1OCC	0	0	-2	1	6	-2	4	-13	-2	0
Cn1nnnc1SCC(=O)Nc1ccc2c(c1)OCO2	1	8	-2	7	2	-2	2	-7	0	-1
COc1ccc(CNC(=O)CCNS(=O)(=O)c2ccc(Cl)cc2)cc1	4	8	1	1	-7	-4	-6	4	4	-10
Cc1ccccc1CSCCNC(=O)c1ccccc1	2	-1	-5	4	-6	10	0	2	-1	1
O=C(Cc1ccc(S(=O)(=O)N2CCOCC2)s1)Nc1ccc(N2CCOCC2)cc1	-1	-6	-1	10	1	10	7	3	2	-1
Cn1c(Cc2cccs2)nnc1SCc1nc2ccccc2[nH]1	-19	-10	6	6	-4	6	-4	-42	-16	-20
COc1cccc(C(NC(C)=O)c2nc(-c3ccccc3OC)cs2)c1 (stereo not drawn)	-1	5	-2	-6	-8	-7	8	-19	-1	-1
Cc1ccc(NC(=O)c2ccc(CSc3ncnc4nc[nH]c34)cc2)c(C)c1	1	6	5	-12	-4	-6	-1	8	-1	1
CCCc1cc(CNC(=O)C2CCC(=O)N(Cc3ccccc3F)C2)on1 (stereo not drawn)	0	-20	3	-1	-2	-1	2	-2	-1	-5
CCOC(=O)C(CCCOc1ccc(C(C)CC)cc1)C(=O)OCC (stereo not drawn)	3	7	-3	0	10	-3	-3	7	1	5
CCCC[n+]1c(-c2ccc(Cl)cc2Cl)csc1Nc1ccccc1	2	3	-2	4	-10	-1	-3	-3	-3	3
O=C(Nc1ccc(C2CC2(Cl)Cl)cc1)c1ccccc1Br (stereo not drawn)	-2	-7	-7	-17	13	-1	-4	3	3	1
O=C(O)CCCCN1C(=O)/C(=C\c2ccc(OCc3ccccc3)c(OCc3ccccc3)c2)SC1=S	3	-6	-8	-9	-2	4	0	-13	-1	-6
CSc1nc2c(c(=O)n1-c1ccc(F)cc1)SCC2	-2	-3	8	-3	-19	-4	7	-4	-3	4
CC1(C(=O)O)CCC(C(=O)N2CCOCC2)C1(C)C (stereo not drawn)	1	-14	1	0	-4	6	1	1	2	4
O=C(NCc1cccs1)c1cc(-c2cccs2)on1	1	11	3	4	-7	91*	6	-4	-3	1
COc1cc2c(cc1OC)C1CCN3C(=O)CCC3N1CC2 (stereo not drawn)	-231	-10	-3	3	3	1	0	-164	-39	-264
COc1ccccc1C(=O)N/C(=C/c1ccc2c(c1)OCO2)C(=O)Nc1ccc(C(=O)O)cc1	-1	0	-1	-4	5	-3	-8	-1	0	-6
C=CCOC(=O)/C(=C/c1cccnc1)NC(=O)c1ccccc1	0	-8	-5	-5	-7	-6	-7	-6	-5	-3
O/N=C\c1cccn1-c1ccc(Br)cc1	-1	0	14	3	-6	0	7	5	0	-2
COc1cc2nc(=S)n3[nH]c(CCn4c(C)nc5ccccc54)nc3c2cc1OC	3	6	10	6	-3	3	5	10	-1	-3

Part of the list above in a different format.
Structure: O/N=C\c1cccn1-c1ccc(Br)cc1
  PLCg1 inh: -1 | ASAP1 GAP inh: 0 | TDP2 inh: 14 | SIAE inh: 3 | ARFGAP1 inhibitor: -6 | Tn6 DDE FP: 0 | DDE Tn7 FP inh: 7 | ADAM10 inh: 5 | ADAM17 inh: 0 | PLC-beta3 inh: -2

Structure: CCCc1cc(CNC(=O)C2CCC(=O)N(Cc3ccccc3F)C2)on1 (stereo not drawn)
  PLCg1 inh: 0 | ASAP1 GAP inh: -20 | TDP2 inh: 3 | SIAE inh: -1 | ARFGAP1 inhibitor: -2 | Tn6 DDE FP: -1 | DDE Tn7 FP inh: 2 | ADAM10 inh: -2 | ADAM17 inh: -1 | PLC-beta3 inh: -5

Going on with the list.
SMILES	PLCg1 inh	ASAP1 GAP inh	TDP2 inh	SIAE inh	ARFGAP1 inhibitor	Tn6 DDE FP	DDE Tn7 FP inh	ADAM10 inh	ADAM17 inh	PLC-beta3 inh
COC(=O)c1cccc(-n2c(CCC(=O)O)ccc2-c2cccs2)c1	-18	-5	12	10	-1	-12	0	-12	-4	-38
Cc1ccc(NC(=O)C2CCN(S(=O)(=O)c3cnc[nH]3)CC2)cc1C	0	8	4	1	-2	4	4	-10	-2	0
O=C1C(NS(=O)(=O)c2cccs2)=C(N2CCN(c3ccccc3)CC2)C(=O)c2ccccc21	-1	4	1	16	-8	3	6	1	-5	0
O=C(CN1C(=O)c2ccccc2C1=O)NCc1ccc(N2CCOCC2)cc1	0	8	-7	1	4	-9	0	12	-3	-7
O=C(Nc1c2c(nn1-c1ccc(F)cc1)CS(=O)(=O)C2)c1ccc(Br)o1	3	5	6	-6	-12	1	0	-2	-2	-2
CCOC(=O)c1c(-c2ccc(C)c(C)c2)csc1NC(=O)C1CC=CCC1C(=O)O (stereo not drawn)	-2	-1	-7	-9	0	-4	3	-11	-7	-3
CCN(CC(=O)Nc1ccc(NC(C)=O)cc1)C(=O)/C=C/c1c(C)nn(-c2ccc(F)cc2)c1C	6	19	-22	-3	-10	-4	-10	-9	-4	-6
Nc1ncnc2c1ncn2CCc1ccccc1	3	-2	12	-4	-3	1	-10	-5	-3	-5
COc1cc(C=O)cc(Cl)c1OC(=O)N1CCOCC1	4	-1	11	3	-9	-3	0	-6	0	-4
CCNC(=S)NNc1nnc(-c2ccccc2)c(-c2ccccc2)n1	0	-1	-3	4	2	2	-3	7	1	-5
N#Cc1c(NC(=O)CCN2C(=O)c3ccccc3C2=O)oc(-c2ccccc2)c1-c1ccccc1	-2	0	-3	-43	6	6	3	-6	-7	0
COc1cccc(CC(NC(C)=O)C(=O)NC2CCN(c3c4c(nc5ncnn35)CCC4)CC2)c1 (stereo not drawn)	5	12	-10	0	13	4	2	9	2	5
CN(Cc1ccccc1)c1ccc(S(=O)(=O)N2CCC(C(=O)O)CC2)cc1[N+](=O)[O-]	-1	-1	3	-1	0	-2	-2	7	1	3
Cc1cc(=O)nc2c3ccccc3n(C(C)C(=O)Nc3cc(F)ccc3F)n12 (stereo not drawn)	-4	3	-2	1	-15	0	7	-1	-3	-7
CC1CCc2c(sc(NC(=O)c3noc4c3CCCC4)c2C(N)=O)C1 (stereo not drawn)	-8	-5	-5	-1	4	3	4	2	0	-16
CCOc1cc(C(=S)N2CCOCC2)ccc1OS(=O)(=O)c1ccc(NC(C)=O)cc1	3	7	-17	0	10	-2	-1	12	2	-2
O=C(CN1CCN(Cc2ccccc2)CC1)N/N=C/c1cccnc1	2	-1	-8	-3	4	8	-2	-2	-1	-5
O=C(NNC(=O)C1CC1c1ccccc1)c1cccc([N+](=O)[O-])c1 (stereo not drawn)	2	3	9	18*	8	-4	-5	1	-1	3
CC(C)c1[nH]nc2c1C(c1ccccc1)NC2=O (stereo not drawn)	1	15	-1	-5	-4	2	-9	-6	-1	2
Cc1ccc(NC(=O)CCCN2C(=O)/C(=C/C=C/c3ccccc3)SC2=S)cc1	-2	5	-2	-2	9	-2	-5	6	2	-2
Cc1ccc(NC(=O)CN2CCN(S(=O)(=O)c3cccs3)CC2)cc1S(=O)(=O)N(C)C	-1	-11	-4	-8	-1	8	-3	-4	-4	-1
O=C(CN1CCN(Cc2ccccc2)CC1)Nc1ccc(Cl)cc1	5	3	-19	4	-2	-5	-2	11	1	1
COc1ccc(S(=O)(=O)N2CCCC2)c(Cl)c1Cl	1	25*	-2	-4	5	-3	7	-7	-1	-2
COc1ccc(N2C(=O)CSC(c3ccccc3)C2=O)cc1 (stereo not drawn)	5	-5	-5	3	11	-7	-4	8	1	2
O=C1CC(=C2c3ccccc3-c3ccccc32)C(=O)N1CCN1CCN(c2ccccc2)CC1	-1	14	7	1	7	2	11	8	1	-5
COCCNC(=O)CN(c1ccc(C)cc1)S(=O)(=O)c1ccc(SC)cc1	1	-8	5	-7	-4	-2	0	-3	-4	0

Entries from the list above that contain fluorine, in the order listed:
SMILES	PLCg1 inh	ASAP1 GAP inh	TDP2 inh	SIAE inh	ARFGAP1 inhibitor	Tn6 DDE FP	DDE Tn7 FP inh	ADAM10 inh	ADAM17 inh	PLC-beta3 inh
CCCc1cc(CNC(=O)C2CCC(=O)N(Cc3ccccc3F)C2)on1 (stereo not drawn)	0	-20	3	-1	-2	-1	2	-2	-1	-5
CSc1nc2c(c(=O)n1-c1ccc(F)cc1)SCC2	-2	-3	8	-3	-19	-4	7	-4	-3	4
O=C(Nc1c2c(nn1-c1ccc(F)cc1)CS(=O)(=O)C2)c1ccc(Br)o1	3	5	6	-6	-12	1	0	-2	-2	-2
CCN(CC(=O)Nc1ccc(NC(C)=O)cc1)C(=O)/C=C/c1c(C)nn(-c2ccc(F)cc2)c1C	6	19	-22	-3	-10	-4	-10	-9	-4	-6
Cc1cc(=O)nc2c3ccccc3n(C(C)C(=O)Nc3cc(F)ccc3F)n12 (stereo not drawn)	-4	3	-2	1	-15	0	7	-1	-3	-7

Screening results (PubChem)
